# Screening data (PubChem BioAssay)
# Tb PGK inh – T. brucei PGK inhibition; P07378; PGK/GAPDH coupled, Kinase-Glo luminescence, 60 min; Potency, µM (titrated, usually from 57.5 µM), for inactives: at the highest dose activity change, negative = inhibition, actives largely listed as inhibitors; 0.043% of 380,000 active; AID 602233; also: % is scaled to controls: 0 for no effect and ±100 for the full control effect; nearly all actives have a fitted effect of over 60% in size
# Target sequence (P07378 whole entry, looked up): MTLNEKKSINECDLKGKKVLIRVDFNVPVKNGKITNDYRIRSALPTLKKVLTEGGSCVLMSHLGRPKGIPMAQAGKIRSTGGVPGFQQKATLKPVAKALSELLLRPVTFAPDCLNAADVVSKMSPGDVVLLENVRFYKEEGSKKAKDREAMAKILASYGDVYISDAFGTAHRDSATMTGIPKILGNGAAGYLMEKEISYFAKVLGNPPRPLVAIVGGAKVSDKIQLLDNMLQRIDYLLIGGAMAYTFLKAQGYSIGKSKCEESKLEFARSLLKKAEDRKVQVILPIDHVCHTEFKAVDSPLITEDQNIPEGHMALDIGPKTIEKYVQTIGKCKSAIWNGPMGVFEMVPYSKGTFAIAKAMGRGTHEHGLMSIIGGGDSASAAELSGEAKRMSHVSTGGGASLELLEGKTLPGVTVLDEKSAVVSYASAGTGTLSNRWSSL
#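 Recombinant glycosomal PGK reaction used 1,3-bisphosphoglycerate generated in-well by GAPDH (100nM final) in 100mM TEA pH 7.6, 5mM MgCl2, 0.01% Tween-20. After 60 minutes at room temperature, ATP was read by Kinase-Glo Plus luminescence end-point.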
# rTrxR1 inhibitor – inhibitors of rat thioredoxin reductase 1. O89049. recombinant rTrxR1, NADPH fluorescence consumption, selenite substrate. Potency, µM (top dose mostly 114 µM), without a hit: top-dose activity change, negative = inhibition, usual class: inhibitors. 1% of 390,000 active; also: % is scaled to controls: 0 for no effect and ±100 for the full control effect; nearly all actives have a fitted effect of over 65% in size
#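 Rat TrxR1 (90 nM in the dispensed reagent) was pre-reduced with 400 uM NADPH for 5 min at room temperature, then incubated with compound for 15 min. After 400 uM selenite was added, NADPH fluorescence (Ex 340/Em 450 nm) was followed for 8 min.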
# ERG-DNA inh – ERG Ets/DNA interaction inhibition; P11308; fluorescence polarization, His-ERG Ets domain / labelled DNA; Potency, µM (series often up to 76.9 µM), for inactives: at the top dose FP activity, negative = inhibition, actives largely listed as inhibitors; 0.028% of 370,000 active; active = well fitted inhibition curve with a large enough effect in the polarisation, with a control signal flat; inconclusive = small, poorly fitted or top-dose-only effect, or effect the other way, or a change in a side signal; inactive = no such curve, though single readings can be large or run the other way; the % refers to the polarisation;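 also: polarization taken with two DNA probes labelled with fluorescein and Texas red; % of control where 0% means no effect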
#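 His-tagged ERG Ets domain (1 uM in the protein solution; 300mM KCl, 50mM Tris-HCl, 1mM EDTA, 1mM DTT, pH 7.5) received compound, then a probe mix of 5 nM fluorescein-DNA and 100nM Texas-615-DNA. Fluorescence polarization was read for both dyes.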
# GLS inhibitor – inhibitors of human glutaminase (GLS) | 0.21% of 410,000 active | O94925 | AID 624170 | GLS enzymatic activity, qHTS titration | Potency, µM (top dose mostly 45.5 µM), inactives show at the top dose activity change, negative = inhibition, most hits filed as inhibitors; also: % is scaled to controls: 0 for no effect and ±100 for the full control effect
#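 hKGA; 45 mM KH2PO4 pH 8.2 + 0.02% Tween-20; cpd via pin tool; 1 mM Gln soln; GluOx/HRP/Amplex Red; RT 30 min; fluor. t0 & final.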
# Pin1 inhibitor – inhibitors of human Pin1. Q13526. Pin1 FP peptide displacement, HiFluor488, 10 min. Potency, µM (doses to about 115 µM), for inactives: at the highest dose activity, negative = inhibition, most hits filed as inhibitors. 0.009% of 390,000 active. AID 504891; active = well fitted inhibition curve with a large enough effect in the polarisation, with a control signal flat, not every such curve was filed as active; inconclusive = small, poorly fitted or top-dose-only effect, or effect the other way, or a change in a side signal; inactive = no such curve, though single readings can be large or run the other way; the % refers to the polarisation; also: % is scaled to controls: 0 for no effect and ±100 for the full control effect
# Target sequence (Q13526 whole entry, looked up): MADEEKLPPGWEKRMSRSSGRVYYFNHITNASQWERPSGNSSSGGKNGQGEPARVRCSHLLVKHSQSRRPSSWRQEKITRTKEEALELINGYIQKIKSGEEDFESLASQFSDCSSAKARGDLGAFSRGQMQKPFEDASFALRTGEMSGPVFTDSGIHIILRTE
# RGS4 inh – inhibitors of human regulator of G protein signaling 4; P49798; Transcreener GDP fluorescence polarization, RGS4-accelerated GTP hydrolysis; Potency, µM (series often up to 114 µM), without a hit: top-dose activity change, negative = inhibition, actives largely listed as inhibitors; 0.039% of 390,000 active; AID 504845; also: % is scaled to controls: 0 for no effect and ±100 for the full control effect; nearly all actives have a fitted effect of over 75% in size; some results filed as inactive show a strong effect at the top dose
# Target sequence (P49798 whole entry, looked up): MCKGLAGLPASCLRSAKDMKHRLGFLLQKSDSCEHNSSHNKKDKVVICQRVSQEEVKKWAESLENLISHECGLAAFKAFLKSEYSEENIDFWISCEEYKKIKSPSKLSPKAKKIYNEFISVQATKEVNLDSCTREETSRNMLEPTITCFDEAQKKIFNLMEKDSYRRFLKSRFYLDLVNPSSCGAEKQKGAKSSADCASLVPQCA
#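 MLSMR compounds (23 nl, pin-transferred) preincubated 10 min at room temperature with a 500nM (2x) first reagent, then RGS4 at 900nM (2x) plus Transcreener GDP mix added; fluorescence polarization (620/688 nm) read before and after 90 min at 30 °C.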
# HP1b binding inh – HP1-beta chromodomain-methylated histone interaction inhibition | AID 540317 | AlphaScreen HP1-beta / biotin-H3K9me3 peptide binding | Potency, µM (highest dose often 114 µM), for the others: top-dose activity change, negative = inhibition, actives largely listed as inhibitors | P83916 | 0.56% of 390,000 active; also: nearly all actives have a fitted effect of over 70% in size; inactives centre near 23
# Target sequence (P83916 whole entry, looked up): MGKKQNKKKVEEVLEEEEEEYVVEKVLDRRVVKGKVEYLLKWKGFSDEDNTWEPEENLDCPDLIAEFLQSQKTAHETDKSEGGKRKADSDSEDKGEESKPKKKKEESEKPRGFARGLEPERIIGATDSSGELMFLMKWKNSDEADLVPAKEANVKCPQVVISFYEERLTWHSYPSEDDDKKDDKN
#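 Compound inhibition of the preformed complex between 50 nM HP1-beta and 50 nM biotinylated H3K9me3 peptide was read by AlphaScreen. Buffer was PBS pH 7.4 with 0.01% Tween-20. Incubations ran 30 min at room temperature, with 10 ug/mL donor/acceptor beads.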
# ALOX12 inh – inhibitors of human 12S-lipoxygenase ALOX12; P18054; purified 12hLO, xylenol orange hydroperoxide absorbance; Potency, µM (highest dose often 108 µM), without a hit: at the highest dose activity change, negative = inhibition, usual class: inhibitors; 1.1% of 580,000 active; AID 1671190; also: % is scaled to controls: 0 for no effect and ±100 for the full control effect
#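 Purified human 12hLO at 150 nM in 25 mM Hepes, 0.01% Triton X-100, pH 7.0, preincubated 15 min at room temperature with compound. Reaction started with 40 uM arachidonic acid, 30 min at room temperature. Hydroperoxide measured by Fe-xylenol orange, 573/405 nm absorbance ratio.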
# JMJD2A Tudor inh – inhibitors of human JMJD2A Tudor domain | AID 504339 | O75164 | Potency, µM (top dose mostly 114 µM), inactives show at the highest dose activity change, negative = inhibition, usual class: inhibitors | AlphaScreen JMJD2A-Tudor / H3K4me3 peptide binding | 4.4% of 390,000 active; also: % is scaled to controls: 0 for no effect and ±100 for the full control effect; nearly all actives have a fitted effect of over 50% in size
# Active calls of the source: *; i = inactive; ? = inconclusive; · = no result given; & = joins results of further samples; [ ] = another dose, or the depositor's remark. Unless noted, calls follow the shape of the dose curve; as a rule, active = well fitted curve in the direction sought with a large enough effect; inconclusive = small, poorly fitted or top-dose-only effect, or another doubt; inactive = no such curve, though single readings can be large; an effect the other way counts as inactive or inconclusive. Potency is read from the fitted curve at half-maximal effect.
1: CCOC(=O)C1C(=O)NC(N2CCN(Cc3ccccc3)CC2)=NC1c1ccco1 (stereo unspecified)
2: O=C(N1CCN(c2ccccn2)CC1)N1c2ccccc2Sc2ccccc21
3: CC(OCc1ccccc1)C(NC(=O)OC(C)(C)C)C(=O)NC1COC2CC(n3cc(F)c(=O)[nH]c3=O)OC12 (stereo unspecified)
4: Cc1cc(C)cc(NC(=O)CN2CCN(CCN=CC3=C(O)CC(C)(C)CC3=O)CC2)c1
5: COc1cccc(-c2cc(C(=O)NC3CC3)c3ccccc3n2)c1
6: O=C(C1CC1)N1CCc2cc(S(=O)(=O)N(CCO)Cc3ccccc3)ccc21
Screen / compound no.,1,2,3,4,5,6
Tb PGK inh,-9%,-6%,·,-11%,-4%,-8%
rTrxR1 inhibitor,?,14%,12%,-14%,18%,3%
ERG-DNA inh,-6%,-15%,·,-19%,11%,-14%
GLS inhibitor,3%,16%,·,-8%,2%,-4%
Pin1 inhibitor,-5%,10%,0%,11%,-1%,2%
RGS4 inh,21%,-2%,-6%,0%,-14%,13%
HP1b binding inh,8%,10%,31%,60%[activator],26%,37%
ALOX12 inh,-4%,?,·,9%,2%&19%,19%
JMJD2A Tudor inh,-10%,-34%,-7%,-7%,-1%,-15%

7: CC(C)(C)NC(=O)[C@@H]1CN(Cc2cccnc2)CCN1C[C@@H](O)C[C@@H](Cc1ccccc1)C(=O)N[C@H]1c2ccccc2C[C@H]1O
8: COc1cccc(CNC(=O)Cn2ccc3cc(S(=O)(=O)N4CCCC4)ccc32)c1OC
9: Cc1cc(SCC(=O)Nc2cccc(S(N)(=O)=O)c2)c(C)cc1Br
10: CCc1ccc(NC(=O)CN2CCc3ccccc3C2)cc1
11: COCCNC(=S)N1CCCN(c2nc3cc(C)ccc3cc2C#N)CC1
12: CC1CCN(c2nc(-c3ccc(Br)cc3)nc3ccccc23)CC1
Screen / compound no.,7,8,9,10,11,12
Tb PGK inh,i,3%&-8%,8%,1%,-6%,i
rTrxR1 inhibitor,7%,26%[57.1 µM],10%,-4%,14%,6%[57.1 µM]
ERG-DNA inh,7%,-11%&4%,-3%,1%,-9%,1%
GLS inhibitor,5%,15%&1%,1%,18%,-5%,8%
Pin1 inhibitor,-15%,-6%&-5%,-2%,?,3%,-6%
RGS4 inh,-2%,-67%[56.9 µM],11%,36%,-46%,-8%
HP1b binding inh,8%,16%&24%,38%,33%,60%[activator],39%
ALOX12 inh,-19%,17%&-27%,?,0%,4%,-24%
JMJD2A Tudor inh,89µM*,?,-17%,-15%,34%,-20%

13: Nc1ccc(C(=O)Nc2ccco2)cc1
14: C/C(=C\c1cccc(Cl)c1Cl)C(=O)c1c(C)cc(C)[nH]c1=O
15: Cc1ccccc1OCC1Cc2c(nc(N)c(C#N)c2N)O1 (stereo unspecified)
16: Cc1ccc(NC(=O)CCn2c(=O)[nH]c3ccsc3c2=O)cc1
17: CCCCCn1c(=O)[nH]c2cc(C(=O)NCCN3CCOCC3)ccc2c1=O
18: O=C(CCn1nc(-c2ccc(Cl)cc2)ccc1=O)NCc1cccnc1
Screen / compound no.,13,14,15,16,17,18
Tb PGK inh,0%,-3%,i,i,-6%,1%
rTrxR1 inhibitor,6%[57.1 µM],25%[2.29 µM],10%,18%,?,17%
ERG-DNA inh,5%,2%,-7%,5%,1%,6%
GLS inhibitor,7%,-4%,3%,-2%,-10%,7%
Pin1 inhibitor,3%,42%[activator],-12%,1%,?,-3%
RGS4 inh,9%,-17%,-2%,-4%,-9%,19%
HP1b binding inh,25%,36%,37%,36%[activator],19%,24%
ALOX12 inh,-11%,?,7%,-18%,-13%,-3%
JMJD2A Tudor inh,?,-29%,-24%,-15%,5%,-7%

19: Fc1ccc(-n2ncc3c(N4CCC(Cc5ccccc5)CC4)ncnc32)cc1
20: CCCCC(=O)Nc1nc2c(OC)cc([N+](=O)[O-])cc2s1
21: CCCCCc1c2c(cc(O)c1C(=O)O)OC(=O)c1cc(C(=O)CCCC)c(OC)cc1O2
22: CCOc1cc(C(=O)NCC2CCCO2)cc(OCC)c1OCC (stereo unspecified)
23: C/C(CC(C)C)=N\Nc1ccc(S(N)(=O)=O)cc1[N+](=O)[O-]
24: Cc1ccc2nc(N3C(=O)C(O)=C(C(=O)c4ccc(C)o4)C3c3ccco3)sc2c1 (stereo unspecified)
Screen / compound no.,19,20,21,22,23,24
Tb PGK inh,i,3%,-22%,-1%,-7%,i
rTrxR1 inhibitor,-4%[57.1 µM],-1%,-22%,17%,?,?
ERG-DNA inh,0%,7%,4%,0%,2%,15%
GLS inhibitor,3%,-2%,32%[activator],-4%,7%,?
Pin1 inhibitor,-1%,-1%,·,1%,-3%,15%
RGS4 inh,8%,-16%,-11%,3%,1%,-34%
HP1b binding inh,41%[activator],35%,5%,37%,-8%,-12%
ALOX12 inh,-3%,253%[activator],?,0%,-21%,0.56µM*
JMJD2A Tudor inh,17%,-18%,?,-3%,?,50µM*

25: CC(C)COC(=O)N1CC(O)CC1C(=O)Nc1ccc2c(c1)OCO2 (stereo unspecified)
26: CCOC(=O)c1ccc(NC(=O)CSc2n[nH]c(-c3ccncc3)n2)cc1
27: COc1ccc(C(C)=O)cc1COC(=O)C(CO)NS(=O)(=O)c1ccc(Br)cc1 (stereo unspecified)
28: CSc1nc(=O)n2cc(C)ccc2n1
29: CCOc1ncccc1C(=O)Nc1cccc(S(=O)(=O)N2CCOCC2)c1
30: Cc1c(C)c2ccc(OC(C)C(=O)NC3CC(C)(C)NC(C)(C)C3)cc2oc1=O (stereo unspecified)
Screen / compound no.,25,26,27,28,29,30
Tb PGK inh,-4%,4%,8%,-2%,-8%,-2%
rTrxR1 inhibitor,8%,1%,12%[57.1 µM],25%[57.1 µM],11%,-16%
ERG-DNA inh,·,-8%,3%,28µM*,-5%,6%
GLS inhibitor,-6%,11%,-3%,-3%,-3%,-2%
Pin1 inhibitor,3%,4%,-4%,-2%,-4%,0%
RGS4 inh,-50%,6%,17%,-11%,-5%,16%
HP1b binding inh,-20%,40%[activator],10%,27%,43%[activator],34%
ALOX12 inh,5%,2%,0%,-2%,-3%,-4%
JMJD2A Tudor inh,-1%,-8%,-16%,2%[11.4 µM],2%,-8%

# Given as tab-separated lines: 7 of the compounds above
cpd	canonical_smiles	Tb PGK inh	rTrxR1 inhibitor	ERG-DNA inh	GLS inhibitor	Pin1 inhibitor	RGS4 inh	HP1b binding inh	ALOX12 inh	JMJD2A Tudor inh
24	Cc1ccc2nc(N3C(=O)C(O)=C(C(=O)c4ccc(C)o4)C3c3ccco3)sc2c1 (stereo unspecified)	i	?	15%	?	15%	-34%	-12%	0.56µM*	50µM*
25	CC(C)COC(=O)N1CC(O)CC1C(=O)Nc1ccc2c(c1)OCO2 (stereo unspecified)	-4%	8%	·	-6%	3%	-50%	-20%	5%	-1%
26	CCOC(=O)c1ccc(NC(=O)CSc2n[nH]c(-c3ccncc3)n2)cc1	4%	1%	-8%	11%	4%	6%	40%[activator]	2%	-8%
27	COc1ccc(C(C)=O)cc1COC(=O)C(CO)NS(=O)(=O)c1ccc(Br)cc1 (stereo unspecified)	8%	12%[57.1 µM]	3%	-3%	-4%	17%	10%	0%	-16%
28	CSc1nc(=O)n2cc(C)ccc2n1	-2%	25%[57.1 µM]	28µM*	-3%	-2%	-11%	27%	-2%	2%[11.4 µM]
29	CCOc1ncccc1C(=O)Nc1cccc(S(=O)(=O)N2CCOCC2)c1	-8%	11%	-5%	-3%	-4%	-5%	43%[activator]	-3%	2%
30	Cc1c(C)c2ccc(OC(C)C(=O)NC3CC(C)(C)NC(C)(C)C3)cc2oc1=O (stereo unspecified)	-2%	-16%	6%	-2%	0%	16%	34%	-4%	-8%

# Going on with the list:
31: CN(C)c1ccc(/C=N/n2cnn(Cc3ccccc3Cl)c2=S)cc1
32: COc1cccc(C2C(C#N)=C(C)NC3=C2C(=O)CC(C)(C)C3)c1 (stereo unspecified)
33: COCCN(C(=O)CSc1nnc(-c2ccccc2F)o1)c1c(N)n(CC(C)C)c(=O)[nH]c1=O
34: Clc1ccc(Cc2ccc(SCc3ccccc3)nn2)c(Cl)c1
35: O=C(NC1CCCC1)c1ccc(CS(=O)(=O)Cc2ccccc2F)o1
36: CCn1cc(CNCc2ccc(OCC(O)CN(C)Cc3ccccc3)cc2)cn1 (stereo unspecified)
37: COc1ccc(NC(=O)Cn2nnc(C(=O)NCc3ccc4c(c3)OCO4)c2N)cc1
38: COc1ccc(/C=N/NC(=O)c2cccnc2)cc1
39: N#C/C(=C(\O)CCl)c1nnc2n1CCCCC2
Screen / compound no.,31,32,33,34,35,36,37,38,39
Tb PGK inh,5%,-5%,-4%,-1%,i,-4%,18%&-2%,-1%,4%
rTrxR1 inhibitor,-17%[57.1 µM],-17%,1%[57.1 µM],5%,13%,15%[57.1 µM],16%[57.1 µM],-4%,-1%
ERG-DNA inh,5%,·,3%,1%,-8%,-1%,-1%&-1%,-3%,3%
GLS inhibitor,4%,11%,-14%,·,-6%,?,-3%&2%,-1%,6%
Pin1 inhibitor,8%,-3%,8%,?,-10%,-6%,-6%&4%,1%,-15%
RGS4 inh,-33%,7%,-10%,30%,10%,2%,17%&0%,5%,15%
HP1b binding inh,?,54%[activator],43%[activator],305%[activator],24%,4%,11%&5%,33%,-4%
ALOX12 inh,?,8%,4%,0%,5%,·,?,11%,-28%
JMJD2A Tudor inh,-22%,-3%,-3%,442%[activator],1%,-31%,-11%&-22%,-13%,35µM*

# Only part of the results is shown; the hit share may differ from the screen's.
